HCV inhibitor = qHTS Assay for Inhibitors of Hepatitis C Virus (HCV). Potency, µM (titrated, usually from 41.8 µM), without a hit: top-dose activity change, negative = inhibition, actives largely listed as inhibitors. 340,000 tested, 3.4% active. Huh7.5.1 HCVcc-Cre infection, luciferase reporter, 44 h. AID 651820, 2012
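Cells seeded at 1,000/well and cultured 4 h, then compounds added followed by HCVcc-Cre virus (~0.5 moi). After 44 h further culture, luciferase substrate was added, plates held 15 min at room temperature, and luminescence read for 15 sec.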
Sm TGR inh = qHTS Assay for the Inhibitors of Schistosoma Mansoni Peroxiredoxins; 360,000 tested, 3% active; purified TGR, DTNB reduction, TNB absorbance 405 nm; Potency, µM (series often up to 114 µM), for the others: at the top dose activity change, negative = inhibition, hits mostly inhibitors; further: nearly all actives have a fitted effect of over 60% in size
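TGR 20 nM + NADPH 100 uM (dispensed conc.), cpd preinc 15 min RT; start with NADPH (500 uM addition) then DTNB (15 mM addition). Kinetic TNB absorbance, 405 nm filter. Four-parameter Hill fit across titration.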
Pf growth 48h = Primary qHTS for delayed death inhibitors of the malarial parasite plastid, 48 hour incubation. P. falciparum luciferase growth in erythrocytes, 48 h. Potency, µM (highest dose often 28.7 µM), for inactives: at the top dose activity change, negative = inhibition, hits mostly inhibitors. 310,000 tested, 5.9% active
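First compound was added to culture medium, then infected red cells at 0.1% parasitemia and 2% hematocrit (final). After incubation at 37 C under 5% CO2, luciferase detection reagent was dispensed and light output recorded.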
Pf growth 96h = Primary qHTS for delayed death inhibitors of the malarial parasite plastid, 96 hour incubation | P. falciparum luciferase reporter growth, 96 h | Potency, µM (highest dose often 28.7 µM), inactives show top-dose activity change, negative = inhibition, hits mostly inhibitors | 320,000 tested, 6.9% active | AID 504834, 2011
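Readout is luminescence from an integrated firefly luciferase in P. falciparum. Red cells, 2% hematocrit and 0.05% parasitemia final, were cultured with compound through two parasite generations (96 hours) at 37 C, 5% CO2.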
Tb PYK inh = qHTS of Trypanosoma Brucei Inhibitors; pyruvate kinase (Trypanosoma brucei), Q57TT1; TbPYK enzyme, Kinase-Glo Plus ATP luminescence, 45 min; Potency, µM (series often up to 76.8 µM), without a hit: at the top dose activity, negative = inhibition, actives largely listed as inhibitors; 410,000 tested, 0.12% active; AID 624173, 2012; further: nearly all actives have a fitted effect of over 50% in size
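Assay buffer: 50 mM TEA pH 7.2, 100 mM KCl, 10 mM MgCl2, 0.05% BSA, 0.01% Tween-20. Pyruvate kinase from T. brucei plus substrate met compound, then ADP (130 uM final). Luminescence was read post 45 min RT.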
LmPK inh = qHTS Assay for Inhibitors of Leishmania Mexicana Pyruvate Kinase (LmPK); Q27686; purified LmPK, Kinase-Glo ATP luminescence, 1 h; Potency, µM (top dose mostly 57.5 µM), for the others: top-dose activity change, negative = inhibition, usual class: inhibitors; 290,000 tested, 0.37% active
Target sequence (Q27686 whole entry, looked up): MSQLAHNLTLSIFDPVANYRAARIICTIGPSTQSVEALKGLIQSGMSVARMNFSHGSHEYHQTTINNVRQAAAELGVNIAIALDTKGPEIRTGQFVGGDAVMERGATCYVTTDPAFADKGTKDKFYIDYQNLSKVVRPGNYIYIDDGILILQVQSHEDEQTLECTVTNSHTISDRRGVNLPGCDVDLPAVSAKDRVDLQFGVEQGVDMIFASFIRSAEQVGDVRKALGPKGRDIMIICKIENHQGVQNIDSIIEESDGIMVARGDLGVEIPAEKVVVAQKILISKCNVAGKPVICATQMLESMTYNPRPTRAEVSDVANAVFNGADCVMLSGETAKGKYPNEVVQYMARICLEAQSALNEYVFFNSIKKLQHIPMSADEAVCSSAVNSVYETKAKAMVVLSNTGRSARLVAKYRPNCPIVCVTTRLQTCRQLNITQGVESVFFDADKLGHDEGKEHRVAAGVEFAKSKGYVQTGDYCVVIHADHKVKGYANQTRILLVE
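Purified LmPK (0.1 nM) with 0.5 mM PEP and 0.1 mM ADP in imidazole buffer pH 7.2 with MgCl2/KCl, 1 h at room temperature. ATP formed was read by luciferase luminescence and normalized to no-enzyme and uninhibited controls.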
Starred values were filed as active, the others as inactive; ? = inconclusive; . = not tested or not shown; & = joins results of further samples; [ ] = dose if it differs, or a comment. The call rests on the fitted dose curve; in most records, active means well fitted curve in the direction sought with a large enough effect; inconclusive means small, poorly fitted or top-dose-only effect, or another doubt; inactive means no such curve, though single readings can be large; an effect the other way counts as inactive or inconclusive. On the % scale 0 is the no-effect control and ±100 the full control effect; potency means the concentration at half of the fitted maximal effect.

cpd	SMILES	HCV inhibitor	Sm TGR inh	Pf growth 48h	Pf growth 96h	Tb PYK inh	LmPK inh
1	CCC(C)c1ccc(S(=O)(=O)Nc2cccnc2)cc1 (stereo not given)	5%	14%	14%	8%	1%	-4%
2	O=C(COC(=O)Cc1ccc(F)cc1)NC1CCCCC1	12%	1%	-8%	38%[activator]	4%	.
3	O=c1c2c(-c3cccs3)csc2ncn1/N=C/c1ccc(OC(F)F)cc1	?	14%	?	?	1%	2%
4	CCOC(=O)c1c(NC(=O)C(C)Sc2nnc(C)c(=O)[nH]2)sc2c1CCCC2 (stereo not given)	2%	-11%	11%	46%[activator]	-2%	1%
5	Cc1cc(C)c(NC(=S)N(CCN2CCCCC2)Cc2ccco2)c(C)c1	-7%	2%	-1%	?	-26%	-1%
6	CCOC(=O)c1c(NC(C)=O)sc2c(O)c(Br)cc(Br)c12	-5%	40µM*	6%	3%	-17%	-7%
7	COc1ccc(C)c2sc(=NC(=O)c3cccc(N4C(=O)CCC4=O)c3)n(C)c12	-3%	0%	45%[activator]	13%	1%	9%
8	O=C(NN=C1CCCCCC1)c1cccs1	-3%	-2%	6%	?	4%	-3%
9	CCOc1ccc(NS(=O)(=O)c2ccc(OCC(=O)NCc3ccncc3)cc2)cc1	17%	3%	-3%	-23%	6%	0%
10	Cc1ccccc1CC(=O)Nc1ccc(S(=O)(=O)N2CCOCC2)cc1	2%	1%	1%	56%[activator]	6%	-1%
11	COCO/C=C(\NC(C)=O)c1ccccc1	8%	-32%	30%[activator]	48%[activator]	-1%	.
12	CC1CC(C)CN(C(=O)CN2C(=O)NC3(CCCCCCC3)C2=O)C1 (stereo not given)	14%	-4%	-10%	-4%	2%	.
13	CCCN1C(=O)/C(=C/c2ccco2)SC1=Nc1ccc(OC)cc1	?	50µM*	10µM*	?	-3%	0%
14	COc1ccc(Cl)cc1C(=O)NCc1cn(C)nc1C	-13%	-7%	16%	24%	0%	-2%
15	CC(=O)N(C(C)=O)n1c(C)nc2sc3c(c2c1=O)CCCC3	5%	.	-2%	-23%	1%	4%
16	O=C1OC(c2ccccc2)/C(=C(/O)c2ccc(Cl)cc2)C1=O (stereo not given)	4%	-4%	.	-27%	4%	3%
17	O=C1c2cccc(OCc3ccc(F)cc3)c2CCN1Cc1ccccc1	?	-5%	?	?	-4%	5%
18	O=C(COC(=O)c1cccc(O)c1)NCc1ccc2c(c1)OCO2	12%	16%	-4%	0%	-4%	6%
19	CC(C)Cc1nc2n[nH]c(N)c2c2c1CCC2	-10%	?	7%	28%	-1%	-3%
20	Cc1ccc(S(=O)(=O)c2nc(S(C)(=O)=O)sc2N2CCC(C)CC2)cc1	7%	1.8µM*	?	?	5%	1%

Compounds shown so far that contain a halogen, in the order listed:
cpd	SMILES	HCV inhibitor	Sm TGR inh	Pf growth 48h	Pf growth 96h	Tb PYK inh	LmPK inh
2	O=C(COC(=O)Cc1ccc(F)cc1)NC1CCCCC1	12%	1%	-8%	38%[activator]	4%	.
3	O=c1c2c(-c3cccs3)csc2ncn1/N=C/c1ccc(OC(F)F)cc1	?	14%	?	?	1%	2%
6	CCOC(=O)c1c(NC(C)=O)sc2c(O)c(Br)cc(Br)c12	-5%	40µM*	6%	3%	-17%	-7%
14	COc1ccc(Cl)cc1C(=O)NCc1cn(C)nc1C	-13%	-7%	16%	24%	0%	-2%
16	O=C1OC(c2ccccc2)/C(=C(/O)c2ccc(Cl)cc2)C1=O (stereo not given)	4%	-4%	.	-27%	4%	3%
17	O=C1c2cccc(OCc3ccc(F)cc3)c2CCN1Cc1ccccc1	?	-5%	?	?	-4%	5%

The results go on.
cpd	SMILES	HCV inhibitor	Sm TGR inh	Pf growth 48h	Pf growth 96h	Tb PYK inh	LmPK inh
21	CCOc1ccc(Oc2nc(C)cc(OC)n2)nn1	28%	-1%	-1%	27%	2%	0%
22	O=C(O)c1ccc(N/N=C/c2ccc3nccnc3c2)cc1	21%	7%	-103%	-42%	?	16µM*
23	O=c1cc(-c2ccc(Cl)cc2)[nH][nH]1	5%	11%	-10%	27%	2%	-1%
24	CN1CCN(c2ccc(C(=O)NC3CCCCC3)cc2[N+](=O)[O-])CC1	-3%	7%	-1%	18%	-1%	0%
25	COCCCn1c(=O)c2sccc2n2c(CCCC(=O)NCc3ccccc3)nnc12	12%	-4%	-3%	-23%	2%	-1%
26	COc1cccc(NC(=O)CN2C(=O)NC(CCc3ccccc3)C2=O)c1 (stereo not given)	11%	3%	-12%	-26%	-1%	.
27	COc1ccc(C(=O)N/N=C/c2ccccn2)cc1OC	-12%	1%	?	?	-2%	-3%
28	CC1CCCCC1NCC(=O)NCc1ccc(F)cc1 (stereo not given)	18%	51%[activator]	4%	3%	-1%	13%
29	COc1cccc2cc3c(=O)n(-c4ccccc4)nc-3oc12	8%	-28%	.	?	-10%	3%
30	CCN(c1ccccc1)S(=O)(=O)c1ccc(Cl)c(NC(=O)CSc2nncn2C)c1	4%	-5%	?	8.3µM*	-4%	0%
31	O=C(CN1C(=O)C2C3CC(C(Br)C3Br)C2C1=O)Nc1ccc(C(=O)O)cc1 (stereo not given)	16%	1%	2%	21%	-17%	3%
32	O=C(COC(=O)c1cc2ccccc2cc1O)Nc1cccnc1Cl	-8%	2%	43%[activator]	64%[activator]	2%	4%
33	O=C(CCN1C(=O)/C(=C\c2cccs2)SC1=S)Nc1nccs1	?	4%	18%	108%[activator]	-15%	-7%
34	Fc1ccc2nc3[nH]c4ccccc4c3nc2c1	0%	-31%	143%[activator]	-10%	0%	-13%
35	COc1ccc(C(=O)OCC(=O)Nc2ccc([N+](=O)[O-])cc2OC)c(O)c1	-23%	1%	16%	5%	0%	-1%
36	COc1ccc(NC(=O)CN2CCCN(S(=O)(=O)c3ccc(F)cc3)CC2)c(OC)c1	?	-17%	?	?	-5%	0%
37	Cc1ccc(N(CC(O)CN2CCCCC2)S(=O)(=O)c2ccccc2)cc1 (stereo not given)	7%	-12%	-14%	23%	-4%	-1%
38	CC(O)C(NS(=O)(=O)c1ccc(Cl)cc1)C(=O)OCc1cc([N+](=O)[O-])cc2c1OCOC2 (stereo not given)	10µM*	.	4%	20%	-8%	-1%
39	Cc1cccc(C)c1NC(=O)CNC(=O)C(C)N(C)CC(=O)Nc1ccc(F)cc1 (stereo not given)	20%	-2%	-3%	-25%	5%	.
40	CCN1CCN(CCCNC(=O)C(NC(=O)C2CCC(C)CC2)C(C)C)CC1 (stereo not given)	.	12%	34%[activator]	14%	.	-5%
41	Nc1cc(=O)[nH]c(=S)n1-c1ccccc1	11%	-3%	.	-11%	-9%	-3%
42	NC(CC(=O)NC(c1ccccc1)(c1ccccc1)c1ccccc1)C(=O)O (stereo not given)	14%	0%	13%	8%	-3%	3%
43	ClC1C(Cl)C(Cl)C(Cl)C(Cl)C1Cl (stereo not given)	-2%&19%	-12%&17%	?	11%&14%&18%	-6%&3%&-1%	.
44	COc1ccc(-n2ncc(C(=O)NC3CC3)c2C2CCN(C(=O)OC(C)(C)C)CC2)cc1	7%	-18%	?	16%	-10%	4%
45	CCN1C(=O)/C(=C\N(C)C)S/C1=N\S(=O)(=O)c1ccc(C)cc1	6%	-6%	-26%	3%	-4%	0%
46	COc1cc(C(=O)NCCC(C)C)c([N+](=O)[O-])cc1OC	-16%	6%	2%	-1%	3%	1%
47	CCSc1nncn1/N=C/c1ccc(OC)c(OC)c1	8%	3%	18%	-4%	-4%	-3%
48	CC(C)CCn1nnnc1C(C(C)C)N1CCC(C(N)=O)CC1 (stereo not given)	?	0%	7%	5%	-14%	-3%
49	COc1ccc(C2/C=C\CN(C(=O)NC(C)C)CC(=O)N2Cc2ccc(F)cc2)cc1 (stereo not given)	16%	0%	30%	40%[activator]	3%	2%
50	NS(=O)(=O)c1ccc(NC(=S)NC(=O)c2cccc(Br)c2)cc1	12%	16µM*	27%	13µM*	-4%	-4%
51	Cc1oc(CSCC2CCCO2)cc1C(=O)O (stereo not given)	12%	-36%	21%	.	0%	-7%
52	CCC(COC)NC(=O)c1ccc(OC)c(OC2CCN(C(C)=O)CC2)c1 (stereo not given)	7%	11%	0%	-18%	6%	2%
53	Cc1ccc(C(=O)NCCNC(=O)CN2CCOCC2)cc1	17%	0%	12%	27%	-16%	0%
54	COc1cc(C(=O)Nn2c(O)c(C3=c4ccccc4=NC3=O)sc2=S)ccc1O	9%	-27%	15%	17%	-4%	-4%
55	Cc1cccc(-n2c(SCCC(=O)O)nnc2-c2cccs2)c1C	7%	1%	2%	186%[activator]	-21%	-2%
56	CCCN1CCN(C(=O)c2c(Cl)cnn2C)CC1	9%	-1%	15%	?	1%	0%
57	Cc1sc(NC(=O)CSc2nnc(CCNC(=O)c3cccs3)n2C)nc1-c1ccccc1	?	-10%	?	?	6%	6%
58	Cc1ccc(N2CC(=O)N(NC(=O)Nc3ccc(Cl)c(Cl)c3)CC2=O)cc1	?	3%	-5%	7%	0%	2%
59	O=C(Nc1ccc2[nH]c(=S)sc2c1)Nc1ccccc1F	-19%	-12%	338%[activator]	118%[activator]	-15%	-20%
60	C=CCNC(=O)c1ccccc1NC(=O)C1CCN(S(=O)(=O)c2ccc(SC)cc2)CC1	1%	-10%	?	19%	0%	-4%

Overlap with the part before: 2 entries, then new ones.
cpd	SMILES	HCV inhibitor	Sm TGR inh	Pf growth 48h	Pf growth 96h	Tb PYK inh	LmPK inh
59	O=C(Nc1ccc2[nH]c(=S)sc2c1)Nc1ccccc1F	-19%	-12%	338%[activator]	118%[activator]	-15%	-20%
60	C=CCNC(=O)c1ccccc1NC(=O)C1CCN(S(=O)(=O)c2ccc(SC)cc2)CC1	1%	-10%	?	19%	0%	-4%
61	CCOC(=O)Cc1csc(NC(=O)CSc2nnc(C(C)C)n2CC)n1	-5%	2%	-16%	59%[activator]	6%	0%
62	C=CCN1C(=O)C(CC(=O)Nc2ccc(C)cc2)SC1=Nc1c(C)n(C)n(-c2ccccc2)c1=O (stereo not given)	-1%	-27%	.	?	9%	1%
63	Cc1onc(-c2ccccc2Cl)c1C(=O)Oc1cc(N)n(S(=O)(=O)c2ccc(F)cc2)n1	-25%	6%	6%	?	0%	5%
64	CC(C)[C@H](NC(=O)OCc1ccccc1)C(=O)N[C@@H](Cc1c[nH]c2ccccc12)C(=O)O	26%	-1%	12%	?	-2%	.
65	O=C1NC(=O)/C(=C/c2ccccn2)S1	-4%	-6%	12%	30%	2%	-15%
66	O=C(C1CCCO1)N1CCN(S(=O)(=O)c2ccc(Br)cc2)CC1 (stereo not given)	11%	0%	15%	37%[activator]	1%	-11%
67	Cc1nc2cc(NC(=O)c3ccc(Cl)cc3)ccc2n1C	?	8%	164%[activator]	?	-4%	1%
68	CCOC(=O)N/N=C\c1ccc(C)s1	6%	-6%	60%[activator]	-7%	-6%	-12%
69	Cc1nc2ccc(NC(=O)c3ccc(=O)[nH]c3)cc2s1	14%	2%	?	-20%	0%	6%
70	COc1ccc(-c2[nH]ncc2CNCc2cc(C)n(C)n2)c(F)c1	?	4%	19%	-6%	2%	0%
71	COc1cccc(C(=O)CC(=O)C(=O)Nc2cc(OC)c(OC)c(OC)c2)c1	.	?	.	?	.	-2%
72	O=C(Nc1ccc(-c2noc(CCc3ccccc3)n2)cc1)c1cccnc1	11µM*	10%	?	27%	4%	-2%
73	FC(F)(F)c1cccc(CNC(=S)Nc2ccccc2)c1	-4%	.	?	?	-1%	-1%

Source: PubChem BioAssay (National Center for Advancing Translational Sciences (NCATS))
